# zfTRPN1 agonist = activates the zebrafish TRPN1 channel; HEK293 zebrafish TRPN1-YFP, Fluo-8 calcium fluorescence; 100% = response to 87 µM carbachol; activation, % at 3 µM; 220,000 tested, 0.18% active; AID 1424;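 active = activation above its plate's cutoff, the mean activation of test wells on that plate plus 3 SD, cut at about 19% in these data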;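 also: 0% = DMSO alone and 100% = 87 µM carbachol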
#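 Control set: carbachol 87 µM as high control, DMSO as low control; system: HEK293 stable line with zebrafish TRPN1-YFP; read-out: % activation versus carbachol response; detection: intracellular calcium fluorescence with Fluo-8; doses: single test compound dose, 3 µM nominal, 0.3% DMSO; schedule: dye 1 h 37 °C plus 30 min RT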
# CHOP inhibitor = CHOP inhibition in unfolded protein response; 220,000 tested, 3.8% active; inhibition, % at 10 µM; CHO-K1 CHOP-promoter luciferase, tunicamycin-induced, 15-18 h;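 active = compounds that reduced the stress-induced luciferase reporter signal by more than about 70% of percent inhibition, limit read from the data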;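 also: 0% = tunicamycin plus vehicle and 100% = wells without tunicamycin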
# NPY1 pot ag = potentiates or activates human NPY-Y1 receptor | NPY-Y1 expressing cells, potentiator/agonist activation | AID 1304 | 220,000 tested, 0.37% active | P25929 | activation, % at 3.6 µM; in the data active = activation above about 33%, passing the limit was not always enough;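 also: cells stimulated with NPY at EC10 then isoproterenol at EC100; 0% = low agonist plus stimulus and 100% = saturating agonist plus stimulus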
# Target sequence (P25929 whole entry, looked up): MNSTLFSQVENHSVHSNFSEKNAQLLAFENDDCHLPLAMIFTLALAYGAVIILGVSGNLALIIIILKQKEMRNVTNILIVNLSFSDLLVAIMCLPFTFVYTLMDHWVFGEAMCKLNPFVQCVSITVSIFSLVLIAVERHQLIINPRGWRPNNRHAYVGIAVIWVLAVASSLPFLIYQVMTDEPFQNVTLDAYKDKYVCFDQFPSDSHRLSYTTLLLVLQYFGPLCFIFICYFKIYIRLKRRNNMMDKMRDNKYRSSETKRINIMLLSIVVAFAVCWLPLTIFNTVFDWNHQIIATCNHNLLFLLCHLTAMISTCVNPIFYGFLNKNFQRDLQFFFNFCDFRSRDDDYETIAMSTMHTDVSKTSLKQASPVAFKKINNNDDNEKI
# PPC-1+TRAIL kill = PPC-1 cancer cell killing with TRAIL present; PPC-1 cells + TRAIL, ATPLite viability luminescence; cell killing (% activity), % at 4 µM; 220,000 tested, 0.41% active;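 active = cell killing above 50% in the first pass at 4 µM, then a duplicate retest at 5 µM averaging 50% or more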;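 also: plate controls were cells with TRAIL plus DMSO for no effect and medium-only wells lacking cells for full effect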
# PGE2 EP2 inh = blocks the human prostaglandin E2 receptor EP2; 260,000 tested, 0.52% active; C6 glioma cells expressing human EP2, cAMP TR-FRET; cells stimulated with saturating PGE2; P43116; inhibition, % at 25 µM; AID 1422;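 active = percent inhibition above 40 after rounding to a whole number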;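 also: rat C6 glioma host cells with rolipram phosphodiesterase inhibitor present; the protocol text gives 20 µM as final concentration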
# Target sequence (P43116 whole entry, looked up): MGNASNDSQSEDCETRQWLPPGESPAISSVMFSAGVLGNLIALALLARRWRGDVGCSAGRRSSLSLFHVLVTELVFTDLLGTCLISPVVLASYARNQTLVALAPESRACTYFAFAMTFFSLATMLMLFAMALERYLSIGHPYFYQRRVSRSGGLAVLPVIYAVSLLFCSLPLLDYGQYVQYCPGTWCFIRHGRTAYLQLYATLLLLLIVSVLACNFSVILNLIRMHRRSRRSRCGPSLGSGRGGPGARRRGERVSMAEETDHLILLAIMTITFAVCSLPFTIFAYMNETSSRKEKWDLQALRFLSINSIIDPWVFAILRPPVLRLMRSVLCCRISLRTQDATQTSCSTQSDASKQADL
# 14-3-3 Bad PPI = disrupts binding of bovine 14-3-3 zeta to phospho-Bad peptide; P63103; TR-FRET 14-3-3zeta/Dy647-pBad peptide displacement, 1 h; 220,000 tested, 0.71% active; AID 781; inhibition, % at 21.7 µM;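 active = inhibition above about 70%, limit read from the data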;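 also: 0% = full 14-3-3 plus peptide FRET controls and 100% = background without 14-3-3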
# Target sequence (P63103 whole entry, looked up): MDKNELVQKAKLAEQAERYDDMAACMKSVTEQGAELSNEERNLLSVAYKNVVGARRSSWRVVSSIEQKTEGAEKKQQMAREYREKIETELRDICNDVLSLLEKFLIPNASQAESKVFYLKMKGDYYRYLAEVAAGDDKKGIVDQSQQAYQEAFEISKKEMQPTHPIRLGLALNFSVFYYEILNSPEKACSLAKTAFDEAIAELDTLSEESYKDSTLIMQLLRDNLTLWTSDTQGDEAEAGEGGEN
# NPY Y1 blocker = antagonists of human neuropeptide Y receptor Y1; HEK293-CNG Y1 cells, membrane potential fluorescence; NPY at EC95, then isoproterenol; inhibition, % at 3.6 µM; 200,000 tested, 1% active;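 active = inhibition above the campaign mean inhibition of all tested compounds plus 3 SD, cut at about 20% in these data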;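 also: 0% = DMSO wells given NPY plus isoproterenol and 100% = isoproterenol alone without NPY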
#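 System: HEK293 cells with Y1 receptor plus CNG channel / Probe or stimulus: NPY 25 nM then isoproterenol 1 µM plus Ro 20-1724 25 µM / Compound: one concentration, 3.6 µM, in 0.4% DMSO / Schedule: compound incubation 1 h at room temperature, readout 45 min post-stimulation / Measured by: membrane potential fluorescence / Read-out: % inhibition of NPY effect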
# TRPML3 ag = activates the human TRPML3 channel | Q8TDD5 | HEK293 TRPML3-YFP, Fluo-8 calcium fluorescence; 100% = the carbachol control signal | activation, % at 3 µM | 220,000 tested, 0.29% active | AID 1448;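 active = activation above its plate's cutoff, the mean activation of the plate's test wells plus 3 SD, cut at about 12% in these data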;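 also: 0% = DMSO only wells and 100% = carbachol wells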
#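 system = HEK293 cells stably carrying human TRPML3-YFP | doses = one concentration, 3 µM nominal, 0.3% DMSO | timing = dye loading 1 h 37 °C then 30 min ambient, 125 s read | detection = Fluo-8 calcium dye fluorescence, ex 470-495, em 515-575 nm | benchmarks = high control carbachol 87 µM, low control DMSO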
# EP2 mod = EP2 receptor (human) modulation; AID 940; induction, % at 25 µM; 260,000 tested, 0.83% active; EP2-expressing cells, cAMP HTRF FRET, PGE2 co-stimulation;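 active = compounds whose cAMP rise, as percent of the full-agonist control response, exceeds 60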;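 also: rat C6 glioma line stably carrying human EP2 under a CMV promoter; the protocol text gives 20 µM as final concentration; 100% = response of wells given 1 µM PGE2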
# Numbers without * were called inactive; · = not tested or not shown; & = joins results of further samples; [ ] = another dose, or the depositor's remark. Only part of the results is shown; rates above refer to the full screens.
SMILES,zfTRPN1 agonist,CHOP inhibitor,NPY1 pot ag,PPC-1+TRAIL kill,PGE2 EP2 inh,14-3-3 Bad PPI,NPY Y1 blocker,TRPML3 ag,EP2 mod
CCn1nc(C)c(NS(=O)(=O)c2ccc(C)cc2)c1C,2.2,49,4,3,9&9,1[fluorescence artefact?],-3,1.7,-14&11
COc1cccc(Nc2c(F)c(F)c(F)c(F)c2C(=O)O)c1,0.0,25,-8,3,4,-4,10,-0.3,8
O=C(Nc1ccn(Cc2ccc(F)cc2)n1)c1ccncc1,7.0,-20,11,10,13,-2,-3,2.3,-27
CCOC(=O)c1cnc(SC)nc1Sc1cc(Cl)ccc1Cl,-0.4,22,-19,20,7,15,12,1.0,21
COc1ccccc1NC(=O)c1coc(=O)c(Br)c1,0.0,-46,-5,-8,7,19,·,0.4,25
O=S(=O)(/N=C(\Sc1ccc(Cl)cc1)c1ccccc1)c1ccccc1,-0.1,103*,8,12,8,19,-2,0.0,39
Cn1c(=O)n(C)c2cc([N+](=O)[O-])c(N3CCN(C(=O)c4cccc(Cl)c4)CC3)cc21,3.5,8,12,-9,11,-5,2,2.3,-3
CCC(Sc1nc2cc3c(cc2c(=O)n1Cc1ccco1)OCO3)C(=O)Nc1cccc(OC)c1 (centres undefined),1.0,56,-1,-11,3,4,5,0.0,5
Cc1ccc(N2C(=O)C(O)(C(F)(F)F)C3=C2CC(C)(C)CC3=O)cc1 (centres undefined),-0.5,15,19,24,6,-4,3,0.9,2
O=C1c2cccc3c(O)ccc(c23)C(=O)N1Cc1ccccc1,146*,8,19,2,14,-20,3,120*,14
C/C(=N\Nc1nc(N)cc(Cl)n1)c1cccc([N+](=O)[O-])c1,1.7,2,4,12,7,3,-3,0.5,9
CCOC(=O)C1(Cc2ccc(Cl)cc2)CCN(C(=O)C2CCCO2)CC1 (centres undefined),-0.9,1,-4,3,3,-10,2,-0.5,26
CC(C)c1onc(C(=O)Nc2cccnc2Cl)c1[N+](=O)[O-],0.1,7,4,-4,2,-5,2,0.1,-5
O=C(c1ccccc1)N1CCN(C2c3cccc4cccc(c34)C2NS(=O)(=O)c2ccccc2)CC1 (centres undefined),0.8,30,11,6,3,5,0,0.8,12
Cc1nn(CCC#N)c(C)c1Oc1ccccc1O,0.2,-3,-2,43,4,-1,·,0.1,5
COc1ccccc1CNC(=O)CSc1nnc2c(Cl)cc(C(F)(F)F)cn12,-0.2,24,-10,6,8,-3,-3,0.7,22
Cc1ccc(C)c(OCC(=O)Nc2cc(C)on2)c1,-2.5,9,0,6,11&6,9[fluorescence artefact?],-3,0.0,-13&2
COc1ccccc1OCC(=O)Nc1ccc(S(=O)(=O)NC(C)=O)cc1,-0.3,12,0,-3,7,9,-5,0.2,41
CCOC(=O)NC1(C(F)(F)F)C(=O)NC(C)=C1C(=O)OC (centres undefined),-0.7,12,-18,-22,12,-8[fluorescence artefact?],0,1.2,9
CCOC(=O)C1CCCN(C(=O)c2ccc(CS(=O)(=O)Cc3ccccc3C)o2)C1 (centres undefined),-1.2,23,2,16,·,-6,11,1.5,15
OCC1(Cc2ccc(Cl)cc2)CCN(CCCc2ccccc2)CC1,4.8,10,-17,17,7,-8,8,1.8,-57
FC(F)(F)c1cnc(N2CCSCC2)c(Cl)c1,-0.7,4,-15,4,6,-6,·,0.3,21
Cc1cc(C)cc(C(=O)NC(CC(N)=O)c2ccc(NC3CCCCCC3)c([N+](=O)[O-])c2)c1 (centres undefined),·,16,·,10,8,-5,·,·,14
CCOC(=O)c1c(C)[nH]c(C)c1C(=O)COC(=O)/C=C/c1cccc(F)c1,-0.2,29,-8,-2,7,4[fluorescence artefact?],9,-0.3,16
COc1cc(C(=O)Nc2ccc(S(=O)(=O)Nc3ncccn3)cc2)c([N+](=O)[O-])cc1OC,1.3,12,-5,9,5,-3,1,0.6,32
O=C(O)[C@H]1Cc2ccccc2CN1S(=O)(=O)c1ccc(F)cc1,0.1,4,-14,8,9,-2,·,0.6,7
CCOC(=O)C1CCN(C(=O)CN(Cc2ccc(Cl)cc2)S(C)(=O)=O)CC1,-0.8,-7,-21,-8,12,1,5,1.2,6
O=C(Cn1ncc2c3ccccc3n(Cc3ccc(F)cc3)c2c1=O)N1CCN(c2ncccn2)CC1,-1.1,31,-12,27,3,-20,-4,0.1,45
COc1ccccc1-n1c(SCC(=O)c2ccc(O)cc2O)nc2cc([N+](=O)[O-])ccc21,0.3,7,9,23,3,-1,-4,-0.1,29
COc1c2ccccc2c(OC)c2ccccc12,-0.5,16,3,2,4,11,5,1.3,8
C/C(=C\c1cccs1)C(=O)c1c(C)cc(C)[nH]c1=O,0.1,1,-7,2,15,5,·,0.4,-10
CC(C)COC(=O)Nc1ccccc1C(=O)N1CCOCC1,-0.9,-6,-1,11,15,1[fluorescence artefact?],1,0.6,13
O=S(=O)(Cc1c(F)cccc1Cl)c1ncn[nH]1,1.0,3,6,8,3,-7,-6,0.1,29
Oc1ccc(F)c2cccnc12,0.7,72*,1,-4,4,-11,1,1.2,9
CCCCn1nnc(NC(=O)COc2cc(C)ccc2C(C)C)n1,-1.0,52,-21,6,7,-8,6,-1.5,-13
Cc1ccc(C(=O)NNC2=Nc3cc([N+](=O)[O-])ccc3OC2)cc1,1.8,-16,-3,-2,15,-1,·,0.1,4
Cc1[nH]c2ccccc2c1/C=N\NC(=O)Cn1nnc(-c2ccccc2)n1,0.4,69,8,-2,4,24[fluorescence artefact?],5,0.9,10
O=C(/C=C/c1ccco1)NCC(=O)N/N=C/c1ccc([N+](=O)[O-])cc1,0.5,-5,2,16,5,-6,-2,0.5,-24
Nc1ccc(Br)c[n+]1Cc1cccc2cccnc12,-0.6,16,-11,3,5,-2,·,0.0,-21
Cc1nc2ccccc2nc1OCc1cccc(Cl)c1,-2.0,23,-16,7,7,0,-2,-0.1,17

# Four records picked at random from those above:
SMILES,zfTRPN1 agonist,CHOP inhibitor,NPY1 pot ag,PPC-1+TRAIL kill,PGE2 EP2 inh,14-3-3 Bad PPI,NPY Y1 blocker,TRPML3 ag,EP2 mod
O=C(Cn1ncc2c3ccccc3n(Cc3ccc(F)cc3)c2c1=O)N1CCN(c2ncccn2)CC1,-1.1,31,-12,27,3,-20,-4,0.1,45
Cc1ccc(N2C(=O)C(O)(C(F)(F)F)C3=C2CC(C)(C)CC3=O)cc1 (centres undefined),-0.5,15,19,24,6,-4,3,0.9,2
CCCCn1nnc(NC(=O)COc2cc(C)ccc2C(C)C)n1,-1.0,52,-21,6,7,-8,6,-1.5,-13
Oc1ccc(F)c2cccnc12,0.7,72*,1,-4,4,-11,1,1.2,9

# The main list resumes with the 2 entries that preceded the break.
SMILES,zfTRPN1 agonist,CHOP inhibitor,NPY1 pot ag,PPC-1+TRAIL kill,PGE2 EP2 inh,14-3-3 Bad PPI,NPY Y1 blocker,TRPML3 ag,EP2 mod
Nc1ccc(Br)c[n+]1Cc1cccc2cccnc12,-0.6,16,-11,3,5,-2,·,0.0,-21
Cc1nc2ccccc2nc1OCc1cccc(Cl)c1,-2.0,23,-16,7,7,0,-2,-0.1,17
CC(=O)Nc1ccc(N(C(=O)c2ccco2)C(C(=O)NC2CCCC2)c2cccs2)cc1 (centres undefined),0.6,-10,6,18,14&5,-3,6,0.1,3&-17
O=C(O)c1ccc(-c2nc(-c3ccccc3)cs2)cc1,0.3,-23,-4,-7,4,-3,7,0.1,22
O=C(c1ccc(Cl)c(Cl)c1)N1CCCC1,-0.1,-19,-3,0,9,-1,11,0.9,6
COc1ccc(C(=O)NCC(=O)NCC(=O)OCC(=O)c2cccs2)cc1,1.3,6,0,21,21,0[fluorescence artefact?],1,-0.1,10
COCCCNC(=O)CN1C(=O)CSc2ncccc21,-0.3,37,10,0,16,12,1,1.4,11
COc1ccc(CCNC(=O)C2CCN(c3ccc(N4CCOCC4)nn3)CC2)c(OC)c1,0.3,31,-8,-14,11,-6,-3,-0.7,-3
CCOc1cc(S(=O)(=O)Nc2ccccn2)ccc1F,-0.7,-11,10,21,20,46,-1,0.3,-16
CNc1nc(Cl)c(SC)c(N2CCOCC2)n1,0.6,20,2,30,4,-14,0,0.9,-5
CCN1/C(=C2\OC(=S)N(C)C2=O)C=Cc2ccccc21,-0.8,-9,5,7,9,0,-4,1.1,1
OC1CCN(c2c3c(nc4cc(-c5ccc(F)cc5)nn24)CCC3)CC1,-1.1,-24,2,-12,22&3,-1,-6,0.2,-32&-9
O=c1nc(NC2CCCC2)ccn1Cc1cccc(Br)c1,-0.6,-17,8,3,-1,-10,1,0.3,-21
Cc1ccc(C(=O)NNC(=S)NC(=O)c2ccc(Cl)cc2Cl)cc1,70*,98*,-31,-4,24,-16,11,43*,-45
Cc1ccc(CNC(=S)N(C)C)cc1,0.2,-18,3,6,9,9,·,-0.1,6
CCN1CCCC1CN(Cc1cc2ccc(C)cc2[nH]c1=O)C(=S)Nc1ccc(F)cc1 (centres undefined),-0.1,-9,-14,·,7,-6,6,-0.3,-58
Cc1c(NC(=O)CN2C(=O)NC(C)(c3ccccc3)C2=O)c(=O)n(-c2ccccc2)n1C (centres undefined),0.7,82*,15,11,4,6,-6,0.7,13
CC(C)NCC(O)COc1cccc2ccccc12 (centres undefined),·,-6&1,·,11,6&13&15,-4,·,·,-3&-27&2
O=[N+]([O-])c1ccccc1SNc1ccccn1,-1.4,28,8,-6,9,3[fluorescence artefact?],-5,0.1,38
COc1ccc(C)cc1S(=O)(=O)N(C)CC(=O)N1CCN(c2ccccc2)CC1,0.3,18,11,-4,9,-7,4,1.1,4
O=C(CCn1c(=O)[nH]c2ccsc2c1=O)N(CCc1ccccc1)Cc1ccccc1,-0.8,13,-5,-34,9,-7,0,-0.3,37

# Copied from the list:
# 14-3-3 Bad PPI result of COc1ccc(C(=O)NCC(=O)NCC(=O)OCC(=O)c2cccs2)cc1 → 0[fluorescence artefact?]
# TRPML3 ag result of CCOc1cc(S(=O)(=O)Nc2ccccn2)ccc1F → 0.3
# EP2 mod result of COc1ccc(C)cc1S(=O)(=O)N(C)CC(=O)N1CCN(c2ccccc2)CC1 → 4
# PGE2 EP2 inh result of CC(C)NCC(O)COc1cccc2ccccc12 (centres undefined) → 6&13&15

# Screening data: PubChem BioAssay, several laboratories
